High-throughput results: PubChem, several laboratories
RmlCD inh 1536: M. tuberculosis RmlC/RmlD inhibition | P9WH09+P9WH11 | RmlC+RmlD coupled enzyme assay, percent inhibition; primary screen in compound mixtures | inhibition, % at 3.6 µM | 0.03% of 160,000 active; in the data active means inhibition mostly above about 34%, no sharp cut-off; inconclusive means no clear call, values can overlap the other calls; inactive means mostly below about 22%; further: some results filed as inactive read as strong as hits
Target sequence (P9WH09 whole entry, looked up): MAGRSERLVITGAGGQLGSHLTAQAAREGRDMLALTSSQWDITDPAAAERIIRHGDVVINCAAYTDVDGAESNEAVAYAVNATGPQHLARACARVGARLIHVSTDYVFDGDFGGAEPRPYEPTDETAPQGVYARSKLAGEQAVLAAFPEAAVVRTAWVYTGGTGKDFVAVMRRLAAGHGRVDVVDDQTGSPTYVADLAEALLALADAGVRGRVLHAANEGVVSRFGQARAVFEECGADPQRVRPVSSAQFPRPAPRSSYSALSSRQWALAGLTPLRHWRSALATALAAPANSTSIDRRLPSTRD
Target sequence (P9WH11 whole entry, looked up): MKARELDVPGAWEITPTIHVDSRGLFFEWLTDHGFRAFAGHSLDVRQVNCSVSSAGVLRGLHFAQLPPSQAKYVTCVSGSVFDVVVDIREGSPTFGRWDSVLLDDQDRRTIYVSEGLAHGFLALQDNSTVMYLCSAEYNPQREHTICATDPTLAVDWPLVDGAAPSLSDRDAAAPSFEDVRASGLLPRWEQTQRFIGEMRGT
M. tuberculosis GlmU: inhibition of mycobacterial GlmU enzyme – biochemical, glucosamine-1-phosphate acetyltransferase (AID 1376); M. tuberculosis GlmU acetyltransferase enzyme assay; higher % means a stronger effect; inhibition, %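 (tested at 30 µM in the primary screen)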, or IC50 in µM where a hit was titrated; 0.25% of 220,000 active; in the data active means inhibition above about 13%; inconclusive means no clear call, values can overlap the other calls;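 further: 0% = complete reaction with vehicle and 100% = reaction without substrate; strong numbers were not always called active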
* = called active by the depositor; u = inconclusive; x = not tested or not shown.

mol,RmlCD inh 1536,M. tuberculosis GlmU
S=c1[nH]nc(-c2ccco2)n1/N=C/c1ccc(Cl)c(Cl)c1,-4.6,5.9%
Cc1ccc(C(=O)COC(=O)CNC(=O)c2ccco2)cc1,97.7,0.2%
Cc1cc(C)cc(-n2c(C)cc(/C=N/NC(=O)CN(c3c(C)cccc3C)S(C)(=O)=O)c2C)c1,x,-1.7%
CCCOc1ccc(NC(=O)C2CCCNC2=O)cc1 (stereo unspecified),x,7.3%
CCOC(=O)c1c(NC(=O)CC(C)C)sc(C(C)=O)c1C,-9.4,2.4%
Cc1cc(C)nc(NC2=NCC(=O)N2c2ccc3c(c2)OCCO3)n1,-38.8,0.7%
COc1cccc(OCC(O)CN2CCN(c3ccc(Cl)cc3)CC2)c1 (stereo unspecified),7.1,0.5%
Cc1cc(NC(=O)CN(C)C)c([N+](=O)[O-])cc1C,-7.4,-1.7%
CCC(=NCCCn1ccnc1)c1c(O)n(-c2ccccc2)c(=O)[nH]c1=O,9.2,1.9%
CCCOc1ccc(-c2csc(N)n2)cc1[N+](=O)[O-],-6.7,4.8%
Cc1ccc(Cl)c(OCC(=O)NCc2ccco2)c1,x,-4.5%
COc1ccc(N2C(=O)C(CC(N)=O)N(NC(=O)CCc3ccccc3)C2=O)cc1 (stereo unspecified),9.7,2.3%
COc1ccc(NC(=O)CN2C(=O)C(C)SC(C)C2=O)c(OC)c1 (stereo unspecified),5.2,1.4%
O=C(CCCC(=O)n1cnc2ccccc21)n1cnc2ccccc21,x,5.9%
Cc1cccc(Cn2nc(C)cc2NC(=O)CCCn2ccc([N+](=O)[O-])n2)c1,3.5,-0.5%
CCCC(=O)Nc1nnc(SCC)s1,5.1,-1.7%
COc1ccc(C(O)Cn2c(=N)n(CCCN(C)C)c3ccccc32)cc1 (stereo unspecified),-5.9,-5.6%
COc1ccc(CCNC(=O)c2cnc3ccccn3c2=O)cc1,x,-4.0%
COc1cccc(CNC(=O)CN2C(=O)CSc3ccc(S(=O)(=O)N4CCCC4)cc32)c1,x,-2.8%
O=S1(=O)CC2N=C(N(Cc3c(F)cccc3Cl)c3ccccc3F)SC2C1 (stereo unspecified),x,-6.9%
O=C(c1cnc(N2CCN(c3ccccn3)CC2)c2ccccc12)N1CCN(c2cccc(Cl)c2)CC1,-12.1,-0.1%
CC(C)OCCCNCc1cccs1,3.8,1.6%
CC(C)NS(=O)(=O)c1ccc(CCC(=O)N2CCCC2)cc1,4.4,-1.2%
CC(C)(C)NCC1(CO)SC(N)=NC1=O (stereo unspecified),x,3.6%
CCOCCCNS(=O)(=O)c1ccc(NC(=O)c2ccc(OC)c([N+](=O)[O-])c2)cc1,-3.8,1.0%

Carrying on.
mol,RmlCD inh 1536,M. tuberculosis GlmU
CCOC(=O)C1=C(C)NC(=O)NC1c1cn(-c2ccccc2)nc1-c1cccs1 (stereo unspecified),-4.9,-0.2%
Cc1cc(C)c(Cn2c(=O)n(CCCC(=O)NCc3ccco3)c(=O)c3sccc32)c(C)c1,-11.8,1.8%
COc1cc(/C=C/c2[nH]c(=O)[nH]c(=O)c2[N+](=O)[O-])ccc1OCCC(C)C,-2.4,3.1%
CC1(C)CC(=O)c2cc(OCC(=O)NCC3CCCO3)ccc2O1 (stereo unspecified),-3.6,-1.3%
Cc1cccc(OCCSc2nc(N)cc(N)n2)c1,-4.2,7.6%
COc1ccc(CN2CCN(c3ccccc3)CC2)c(C)c1C,-2.7,10.4%
COc1ccc(C(=O)CSc2n[nH]c(=O)[nH]c2=O)cc1,-8.1,-6.3%
COCCNC(=O)c1cnn2c(C(F)F)cc(-c3ccc(C)cc3)nc12,2.3,-2.1%
O=C(CSc1ccccn1)Nc1ccc2ccccc2c1,37.5,-0.8%
O=C(O)c1cc(C2CC2)nn1-c1ccccc1,4.2,-1.9%
CCCC(c1nnnn1CCOC)N(Cc1cc2cc(C)c(C)cc2[nH]c1=O)CC1CCCO1 (stereo unspecified),6.1,x
CCCCOc1ccc(Nc2cc(Cl)ccc2C(=O)O)cn1,-12.0,-0.1%
Cc1ccc(N=Nc2c(C)[nH]n(-c3ccccc3)c2=O)c(C)c1,-8.6,2.5%
CC(C)[C@@H](N)C(=O)N/N=C/c1ccc2nccnc2c1,-1.4,6.7%
O=C(NCCOc1nc(N2CCCCC2)nc(N2CCOCC2)n1)Nc1ccccc1,x,0.9%
O=C(NCC1CCCO1)c1onc(CSc2ccccc2F)c1C(=O)O (stereo unspecified),x,3.2%
C=CCN(Cc1nc(-c2cc(OC)c3c(c2)OCO3)oc1C)C1CCS(=O)(=O)C1 (stereo unspecified),3.4,9.9%
Cc1nnsc1C(=O)N1CCN(c2cc(C(F)(F)F)ccn2)CC1,-11.3,-3.8%
Cn1c(=O)oc2cc(S(=O)(=O)NCc3ccncc3)ccc21,x,0.9%
CCOc1ccc(C(=O)NCC2OCCc3ccccc32)cc1 (stereo unspecified),x,-2.1%
CC(=O)c1cnn(-c2ccccc2)c1C,9.7,-1.3%
COCCNC(=O)C/C(C)=N/NC(=O)C(=O)NC1CCCCC1,-2.5,-2.8%
COc1ccc(NC(=S)N2CCN(c3ncccn3)CC2)cc1,-7.0,2.7%
Cc1c(NC(=O)C(C)Sc2ccc3ccccc3n2)c(=O)n(-c2ccccc2)n1C (stereo unspecified),1.8,-2.2%
CC(=O)C[C@H]1c2ccccc2S(=O)(=O)N1C1CCCCC1,x,3.5%

(listing goes on)
mol,RmlCD inh 1536,M. tuberculosis GlmU
CN(Cc1cn(Cc2ccccc2)nc1-c1ccc2c(c1)OCO2)Cc1nccn1C,16.8,-1.5%
Cc1nn2c(=O)c(NC(=O)c3ccc(Cl)cc3)cnc2s1,-3.4,2.1%
Cc1cc(C)n(-c2nc3c(c(=O)n(C)c(=O)n3C)n2CCO)n1,2.7,-2.8%
CCOC(=O)CNC(=O)c1cn(CC(C)C)c(=O)c2cc(OC)c(OC)cc12,x,0.5%
c1ccc2c(c1)c1c3n2CCNC3CCC1 (stereo unspecified),7.5,3.7%
C(=N\c1nccs1)/c1cccnc1,x,-1.8%
COc1ccc(C2CC(=O)C(C=NCCO)=C(O)C2)cc1OC (stereo unspecified),4.5,1.6%
N#Cc1c(N)nc(SCC(=O)C23CC4CC(CC(C4)C2)C3)c(C#N)c1-c1ccc(Cl)cc1,x,-1.1%
COc1ccc(-n2c(CN3CCN(c4ccccn4)CC3)nc3ccc([N+](=O)[O-])cc3c2=O)c(OC)c1,-11.8,-1.7%
NC(=O)c1ccc(-n2c(CCC(=O)O)ccc2-c2cccs2)cc1,x,-4.3%
Cc1ccc(Cl)c(OCC(O)CN(CCO)CCO)c1 (stereo unspecified),x,4.9%
CCOC(=O)c1sc(Nc2ccc(Br)cc2)nc1C,3.1,3.9%
CCCCC1C2=C(CCCC2=O)OC2=C1C(=O)CCC2,7.1,-1.0%
S=c1[nH]nc(Cc2cccs2)n1-c1ccccc1,-11.7,x
O=C(COC(=O)c1c2c(nc3ccccc13)/C(=C/c1cccc([N+](=O)[O-])c1)CCC2)NC1CCS(=O)(=O)C1 (stereo unspecified),-8.4,-4.4%
CCCn1nnc(NC(=O)COc2cc(C)ccc2C(C)C)n1,x,5.1%
CCOC(=O)C1=C(N)Oc2c(oc(CO)cc2=O)C1c1ccc(F)c(F)c1 (stereo unspecified),-6.5,-5.7%
CCc1cc2c(SCC(=O)Nc3ncc(Cl)c(C)c3Cl)ncnc2s1,-4.3,-7.3%
COc1ccc([C@H]2[C@@H]3C=CCC[C@@]3(C)C(=O)N2Cc2ccccc2)cc1Cl,x,0.1%
CCOc1ccc(CNCc2cccnc2)cc1,x,-4.5%
CCc1ccccc1NC(=O)CN(C)C(=O)CN1C(=O)NC2(CCCCCC2)C1=O,5.0,9.8%
O=C(c1ccc(C23CC4CC(CC(C4)C2)C3)o1)N1CCOCC1,12.4,6.1%
CS(=O)(=O)N(CC(=O)N1CCN(c2cccc(Cl)c2)CC1)c1ccccc1,x,4.0%
CCC(=O)N1CCN(c2ccc(Cl)cc2NC(=O)Cc2ccc(Cl)cc2)CC1,x,4.2%
COC(=O)C1CCN(c2cc(Cl)nc(N)n2)CC1,16.8,-4.4%

Going on with the list.
mol,RmlCD inh 1536,M. tuberculosis GlmU
CCCC(=O)C1=C(O)C(C(=O)OC)C(C)(C)CC1=NCCc1ccc(OC)c(OC)c1 (stereo unspecified),4.2,-2.3%
O=S(=O)(c1cccc(-c2nnc(-c3cccnc3)o2)c1)N1CCCCC1,x,7.0%
O=C(O)COc1ccc(/C=N/NC(=O)C2CCCN2S(=O)(=O)c2ccc(Cl)cc2)cc1 (stereo unspecified),-0.4,5.9%
Cc1ccc(S(=O)(=O)NC(=O)NCc2ccc(Cl)cc2)cc1,-13.2,-1.4%
CCOC(=O)C1CCN(c2ncnc3c2cnn3-c2ccccc2)CC1,-3.0,0.7%
CCCC(c1nnnn1C1CCCC1)N1CCN(C(=O)c2ccco2)CC1 (stereo unspecified),x,-2.3%
Cc1ccc(C)c(NC(=O)CN(C)C(=O)c2nn(C)c(=O)c3ccccc23)c1,x,1.7%
O=C(CNC(=O)Cc1ccccc1)NCC(=O)OCC(=O)c1ccc(F)cc1,4.5,2.2%
COc1cc(CNc2ccc(CNc3ncn[nH]3)cc2)ccc1OCc1ccccc1,-3.6,-2.7%
COc1ccc(S(=O)(=O)n2ccc(C)n2)cc1C,6.9,-0.1%
CCCCN(C(=O)CSc1nnc(-c2ccc(OC)cc2)n1C(C)C)c1c(N)n(Cc2ccccc2)c(=O)[nH]c1=O,-8.6,-0.2%
COc1ccc(OC)c(C(c2nnnn2CC2CCCO2)N2CCN(C3CCCC3)CC2)c1 (stereo unspecified),u,1.4%
CC1(C)c2ccccc2N2CC(=O)N[C@@]21/C=C/C=C/c1ccccc1,22.8,3.4%
CC(=O)N1CCN(CC(=O)Nc2ccc(SC(F)F)cc2)CC1,-7.2,4.7%
COC(=O)COc1ccccc1/C=C1/NC(=O)NC1=O,-8.7,4.2%
O=C(/C=C/c1ccccc1)OCc1cncs1,-9.5,-2.7%
CCOC(=O)C(NCc1ccccc1)(NC(=O)c1ccccc1)C(F)(F)F (stereo unspecified),x,-2.5%
O=C(COc1cccc2cccnc12)NCc1cccs1,6.1,3.8%
O=C(N/N=C/c1ccccc1O)C1SCCCS1,9.5,-0.1%
O=C(NCCc1ccc(Cl)cc1)C1CCN(c2cnccn2)CC1,x,7.0%
CCCNC(=O)NC(=O)CSc1ccc(C)cc1C,2.8,7.8%
CN(C)C(=O)c1cccn(Cc2ccc(C(F)(F)F)cc2)c1=O,2.3,-1.8%
CC1CCN(c2ccc(S(=O)(=O)NC3=NCCCCC3)cc2[N+](=O)[O-])CC1,0.5,1.5%
C=C1CCN([C@@H](C)C(=O)OCc2ccc(C)cc2)S(=O)(=O)c2ccccc21,x,-5.4%
O=C(c1ccncc1)N1CCN(C(=O)c2ccco2)CC1,-14.9,2.3%

Full records as entered above. Values in the order: RmlCD inh 1536 | M. tuberculosis GlmU
`CCCC(c1nnnn1CCOC)N(Cc1cc2cc(C)c(C)cc2[nH]c1=O)CC1CCCO1` (stereo unspecified) in the list: 6.1 | x
`CCC(=NCCCn1ccnc1)c1c(O)n(-c2ccccc2)c(=O)[nH]c1=O` in the list: 9.2 | 1.9%
`Cc1nn2c(=O)c(NC(=O)c3ccc(Cl)cc3)cnc2s1` in the list: -3.4 | 2.1%

Continued.
mol,RmlCD inh 1536,M. tuberculosis GlmU
CCC[N+](CC#Cc1ccccc1)(CCC)CC(=O)c1ccc(Cl)cc1,-11.6,2.2%
CCOC(=O)c1ccc(NC(=O)CC2Sc3ncnn3C2=O)cc1 (stereo unspecified),-1.0,0.1%
O=C(CCCn1ncn2c(cc3occc32)c1=O)N1CCc2ccccc2C1,x,5.7%
COc1ccc(Cl)cc1N1C(=O)CC(N2CCc3ccccc32)C1=O (stereo unspecified),x,-0.2%
COC(=O)C1CCN(C(=O)COc2cc3sc(C)nc3c3sccc23)CC1,3.0,0.4%
O=C(Cc1nc2ccccc2[nH]1)NCc1ccco1,13.2,-2.0%
Cc1cccc(Nc2ncnc(N)n2)c1,x,-3.0%
Cc1ccc(C(=O)Nn2cnc3scc(-c4cccs4)c3c2=O)c(O)c1,x,1.7%
Cn1ncc(Br)c1C(=O)NC12CC3CC(CC(C3)C1)C2,-6.8,-2.3%
COc1ccccc1NC(=O)C1=C(C)NC2=C(C(=O)CCC2)C1c1ccc(C)o1 (stereo unspecified),7.1,-1.5%
CC(C)NCC(=O)C12CC3CC(CC(C3)C1)C2,17.2,2.7%
COCCNC(=O)C(c1ccncc1)N(Cc1ccccc1)C(=O)Cn1nnc2ccccc21 (stereo unspecified),-10.4,-0.4%
Cc1ccc(/C=C2\Oc3c(ccc(O)c3CN3CCN(CCO)CC3)C2=O)cc1,-17.1,2.3%
COc1ccc(C(=O)Nc2ccc(S(=O)(=O)Nc3nccc(C)n3)cc2)cc1OC,x,2.6%
CCCS(=O)(=O)N1CCC(C(=O)N2CCC(Cc3ccccc3)CC2)CC1,12.0,-1.5%
CN1C(=O)c2ccccc2N(C)C1c1ccc2c(c1)OCO2 (stereo unspecified),-1.6,7.3%
COc1ccc(-c2c(C)oc3ccc(C)cc23)cc1,-5.0,-1.1%

Pulled by structure from the list above (two):
mol,RmlCD inh 1536,M. tuberculosis GlmU
CCCOc1ccc(-c2csc(N)n2)cc1[N+](=O)[O-],-6.7,4.8%
CCOC(=O)c1ccc(NC(=O)CC2Sc3ncnn3C2=O)cc1 (stereo unspecified),-1.0,0.1%

A portion of the library, so the mix of outcomes need not match the whole.
